High-throughput results from PubChem BioAssay.
Abeta yeast res – compounds reversing amyloid beta toxicity in yeast; yeast expressing A-beta42, growth rescue, OD600, 48 h; response scale: 0% DMSO, 100% iron-clioquinol control; Potency, µM (highest dose often 46.1 µM), for the others: at the top dose growth rescue, usual class: activators; hit rate 0.063% among 410,000; AID 1347071; note: potency is the fitted concentration of half-maximal effect; nearly all actives have a fitted effect of over 55% in size
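Yeast growth medium received pinned compounds, then yeast cells expressing toxic A-beta were added; plates incubated at 30 C for 48 hr. Growth read as absorbance at 600 nm, normalized to DMSO and equimolar FeCl3 plus clioquinol controls.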
TDP-43 yeast inh – TDP-43 toxicity inhibition in yeast; hit rate 1.8% among 410,000; Potency, µM (top dose mostly 46.1 µM), without a hit: at the highest dose growth rescue (activation), usual class: activators; TDP-43 expressing yeast growth rescue, BacTiter-Glo, 24 h; note: potency is the fitted concentration of half-maximal effect; % of control where 0% means no effect; nearly all actives have a fitted effect of over 50% in size
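Growth rescue of TDP-43-toxic yeast measured as ATP luminescence (BacTiter-Glo). Cells grown to mid-log in raffinose, induced in galactose at OD600=0.02, exposed to compound 24 hr at 30 deg C.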
PTHR1 agonist – PTHR1 (human) receptor agonism; HEK293 GP2 PTHR1 cells, GloSensor cAMP luminescence, 1 h; Potency, µM (series often up to 115 µM), for inactives: at the top dose activation, most hits filed as activators; hit rate 0.075% among 410,000; AID 743266; note: potency is the fitted concentration of half-maximal effect; nearly all actives have a fitted effect of over 55% in size; some results filed as inactive show a strong effect at the top dose; inactives centre near -15; many of its hits are not listed in these tables
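HEK-293-derived GP2 cells expressing PTHR1 and a GloSensor cAMP reporter, 3,000/well, plated overnight, given luciferin plus IBMX (each 0.5 mM as added) for 1 h at 37 °C, then compound for 1 h at 37 °C. Luminescence was read after 15 min at room temperature.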
GLP-1R inv ag – GLP-1 receptor (human) inverse agonism; HEK293 GLP-1R CRE-luciferase, luminescence, 24 h; GLP-1R form is constitutively active; Potency, µM (series often up to 38.3 µM), for inactives: at the top dose activity change, negative = inhibition, hits mostly inhibitors; hit rate 1.6% among 410,000; AID 624417; note: potency is the fitted concentration of half-maximal effect; % is set by controls: 0 for no effect and ±100 for the full control effect; nearly all actives have a fitted effect of over 55% in size
Target sequence (P43220 whole entry, looked up): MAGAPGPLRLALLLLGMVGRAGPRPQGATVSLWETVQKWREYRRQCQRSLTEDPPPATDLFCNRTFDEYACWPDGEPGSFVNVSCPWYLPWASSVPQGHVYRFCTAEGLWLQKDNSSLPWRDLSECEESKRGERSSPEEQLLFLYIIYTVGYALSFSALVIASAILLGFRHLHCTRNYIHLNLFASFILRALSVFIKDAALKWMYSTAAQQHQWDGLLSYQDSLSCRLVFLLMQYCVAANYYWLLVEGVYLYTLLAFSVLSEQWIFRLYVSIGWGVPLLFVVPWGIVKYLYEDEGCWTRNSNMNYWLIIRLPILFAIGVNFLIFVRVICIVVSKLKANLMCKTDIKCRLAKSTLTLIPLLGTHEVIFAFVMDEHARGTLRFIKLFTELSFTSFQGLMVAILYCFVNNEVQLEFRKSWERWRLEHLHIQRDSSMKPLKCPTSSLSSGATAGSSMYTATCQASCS
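Inverse agonists were sought by their lowering of basal cAMP reporter luciferase output in HEK293 cells stably carrying constitutively active human GLP-1R, after 24 h compound treatment.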
FUS suppressor – rescues growth of FUS-expressing yeast; S. cerevisiae FUS-expressing, growth rescue, OD600, 24 h; AID 1347120; Potency, µM (series often up to 76.6 µM), for the others: at the highest dose growth rescue (activation), most hits filed as activators; hit rate 0.24% among 390,000;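 note: potency is the fitted concentration of half-maximal effect; plate controls were DMSO vehicle for no effect and reference control for full effect; nearly all actives have a fitted effect of over 55% in size; some results filed as inactive show a strong effect at the top dose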
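FUS-expressing yeast, raffinose-pregrown, induced in 2% galactose minimal medium at OD 0.005; compounds in a dilution series, 24hr at 30C. Growth restoration read as absorbance at 600 nm. CP55940 positive control, DMSO negative.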
DRD3 antagonist – blocks the human D3 dopamine receptor; P35462; max response, negative = inhibition, %; hit rate 2.5% among 360,000; D3R cells, DiscoveRx beta-arrestin luminescence, antagonist mode; stronger effect = lower value; in the data active = max response below about -50%; inconclusive = no clear call, values can overlap the other calls; note: % is set by controls: 0 for no effect and ±100 for the full control effect; mostly tested at two doses, the higher about 12 µM
Target sequence (P35462 whole entry, looked up): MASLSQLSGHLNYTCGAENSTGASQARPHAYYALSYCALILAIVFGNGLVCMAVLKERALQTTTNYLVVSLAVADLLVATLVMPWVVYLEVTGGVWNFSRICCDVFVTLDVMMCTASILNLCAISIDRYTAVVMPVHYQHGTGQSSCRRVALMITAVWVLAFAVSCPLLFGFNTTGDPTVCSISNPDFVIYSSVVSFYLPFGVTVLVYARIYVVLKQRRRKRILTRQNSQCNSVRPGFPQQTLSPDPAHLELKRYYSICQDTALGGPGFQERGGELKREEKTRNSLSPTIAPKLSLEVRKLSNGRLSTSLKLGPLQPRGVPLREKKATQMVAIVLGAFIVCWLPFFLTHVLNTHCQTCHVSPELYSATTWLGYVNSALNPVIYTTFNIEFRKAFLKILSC
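Cells plated overnight at 1500 cells/well, then exposed to library compounds with dopamine controls for 90 minutes at 37 degrees C. DiscoveRx reagent added for 30–60 minutes at room temperature; luminescence read, quantitative HTS format.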
GLP1R ag – activates the human GLP-1 receptor; AID 624172; hit rate 0.007% among 380,000; HEK293 GLP-1R CRE-luciferase, luminescence, 4-6 h; cells express a hypersensitive GLP-1R form; Potency, µM (top dose mostly 45.6 µM), without a hit: top-dose activation, hits mostly activators; P43220; note: potency is the fitted concentration of half-maximal effect; % of control where 0% means no effect
aSyn yeast inh – alpha-synuclein toxicity inhibition in yeast; Yeast expressing alpha-synuclein, growth rescue, BacTiter-Glo, 24 h; Potency, µM (top dose mostly 46.1 µM), inactives show at the highest dose growth rescue (activation), usual class: activators; hit rate 0.14% among 370,000; AID 652106; note: potency is the fitted concentration of half-maximal effect; % of control where 0% means no effect; nearly all actives have a fitted effect of over 65% in size
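Screening used galactose-induced yeast with toxic alpha-synuclein levels, exposed to compound for 24 hr at 30 deg C. Cell growth, read with BacTiter-Glo luminescence, gave the measured signal.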
Akt phos inh – inhibitors of Akt phosphorylation. Neuro2A IGF-stimulated pAkt S473 HTRF, 20 min; stronger effect = lower value. hit rate 0.32% among 360,000. activity change, % for hits at 50 µM; in the data active = activity change below about -80%; inconclusive = mostly about -51% to -80%; note: % is set by controls: 0 for no effect and ±100 for the full control effect
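Neuro2A cells (4,500/well, DMEM with 0.5% FBS) were treated with compound at a single 50 µM final concentration, stimulated with 6 nM IGF for 20 min at 37 °C, and lysed. Phospho-Akt Ser473 was read by HTRF as 665/615 ratio ×10^4.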
Starred values were filed as active, the others as inactive; i = inactive; ? = inconclusive; nt = not tested or not shown; & = joins results of further samples; [ ] = another dose, or the depositor's remark. Unless noted, calls come from the whole dose curve; as a rule, active = well fitted curve in the direction sought with a large enough effect; inconclusive = small, poorly fitted or top-dose-only effect, or another doubt; inactive = no such curve, though single readings can be large; an effect the other way counts as inactive or inconclusive. These rows are one share of the data; the hit share may differ from the screen's.

#	Compound	Abeta yeast res	TDP-43 yeast inh	PTHR1 agonist	GLP-1R inv ag	FUS suppressor	DRD3 antagonist	GLP1R ag	aSyn yeast inh	Akt phos inh
1	Cc1cc2nc(CS)[nH]c2cc1C	0.4%	?	i	9.1%	-13.3%	11.7	-4.1%	2.5%	i
2	Cc1nccnc1Sc1ccccc1	3.9%	3.1%	-7.7%	5.9%	10.6%	-4.5	15.4%	-5.5%	i
3	COC(=O)c1ccccc1NC(=S)N1CCN(c2ccc(OC)cc2)CC1	19.6%	?	-19.4%	-13.8%	16.4%	-4.3	1.4%	-0.4%	i
4	COc1ccc(CNC(=O)c2ccc3c(c2)N(Cc2ccccc2F)C(=O)c2ccccc2S3=O)cc1 (stereo unspecified)	2.0%	20.3%	-32.2%[inhibitor]	-16.4%	?	nt	-1.3%	nt	nt
5	CC(C)(C=O)Cc1cc(C(C)(C)C)c(O)c(C(C)(C)C)c1	2.8%	16.8%	-59.5%[inhibitor]	11.2µM*	-20.2%	49.7	4.3%	-12.3%&3.9%	i
6	O=C(NCc1ccc(F)cc1)C(=O)NCC(c1ccco1)S(=O)(=O)c1cccs1 (stereo unspecified)	-12.8%	4.4%	-11.3%	4.6%	-3.3%	nt	nt	nt	nt
7	COC(=O)c1ccc(OCC(=O)Nc2ccccc2C(=O)NC2CC2)cc1	-15.4%	1.3%	i	17.0%	23.6%	36.7	-3.9%	-0.5%	i
8	CN(Cc1ccccc1)C(=C(Cl)Cl)/C(=C1/NCCN1C)[N+](=O)[O-]	-0.7%	-19.8%	i	6.6%	5.4%	-17.6	1.4%	0.4%	i
9	COc1ccc(C(=O)CSc2nc3[nH]ncc3c(=O)[nH]2)cc1	-11.4%	-7.4%	-2.7%	-0.2%	-11.2%	0.1	10.0%	2.7%	i
10	O=C(Nc1ccccc1)NC1(C(=O)N2CCN(c3ncccn3)CC2)CCCCC1	-5.4%	-3.6%	-24.3%[57.5 µM]	18.5%	-10.2%	5.0	3.3%	-3.5%	i
11	CCc1cc2c(SCC(=O)c3ccccc3)ncnc2s1	-3.0%	16.3%	i	?	6.3%	14.7	1.7%	-6.0%	i
12	COCCNC(=S)NC1CC2CCC(C1)N2Cc1ccccc1 (stereo unspecified)	-4.6%	-13.1%	-1.0%	-26.4%	13.9%	?	4.8%	1.5%	i
13	Cc1cc(=O)oc2cc(OCC(=O)N3CCN(C(=O)c4ccco4)CC3)ccc12	-1.4%	22.1%	-6.1%	20.7%	-21.7%	5.1	-6.4%	-11.8%	i
14	Cc1cccc(C)c1-n1ncc(C(=O)N2CCN(c3ccccn3)CC2)c1C1CCN(C(=O)OC(C)(C)C)CC1	2.2%	?	i	-18.1%	14.3%	nt	nt	nt	nt
15	Cc1ccc(-n2c(SCC(=O)Nc3cc(C)on3)nc3ccccc3c2=O)cc1	8.3%	-21.0%	i	2.9%	-3.1%	19.0	15.9%	0.0%	-84.9%*
16	CCCCCCNS(=O)(=O)c1ccc(NC(=O)C2CCCO2)cc1 (stereo unspecified)	13.2%	15.1%	i	71.8%[activator]	22.7%	25.0	-2.0%	3.1%	i
17	Nc1nc(C23CC4CC(CC(C4)C2)C3)[nH]c(=O)n1	7.4%	-1.3%	?	12.3%	-26.1%	3.5	-0.5%	-4.7%	i
18	CCn1c(SCC(=O)NCc2ccco2)nnc1-c1cccs1	12.4%	-9.4%	i	4.6%	24.7%	19.9	14.2%	-0.7%	nt
19	COc1ccccc1C(=O)Nc1nc2n(n1)C(c1ccc(F)cc1)C=C(c1ccc(Cl)cc1)N2 (stereo unspecified)	-4.6%	0.0%[9.22 µM]	-15.0%	-9.2%	?	nt	nt	nt	nt
20	CCOC(=O)C1=C(C)Nc2nc3ccccc3n2C1c1ccccc1 (stereo unspecified)	2.2%	-2.1%	-6.5%	-18.3%	11.9%	-2.5	-10.4%	-1.2%	i
21	CCn1cc(C(=O)NCCCOC(C)C)c(=O)c2cc(S(=O)(=O)N3CCC(C)CC3)ccc21	-2.0%	1.2%	-3.4%	-0.8%	4.4%	13.7	4.0%	-6.3%	nt
22	Cc1ccc(-c2nnn(CC(=O)N3CCN(c4ccccc4)CC3)n2)o1	-6.9%	-5.3%	-7.0%[57.5 µM]	-23.0%	-1.0%	-9.7	-1.8%	-0.9%	i
23	O=S(=O)(c1ccccc1)c1nc(-c2cccs2)oc1SCc1ccc(F)cc1	20.7%	23.4%	i	-0.3%	-1.8%	nt	nt	nt	nt
24	COc1ccc(C2C(C#N)=C(N)Oc3cc(C)[nH]c(=O)c32)cc1OC (stereo unspecified)	-9.1%	-28.5%	8.3%	3.2%	5.0%	5.3	-0.7%	-1.9%	i
25	COc1ccc(C(=O)Nc2noc3ccccc23)cc1	-33.6%	?	-51.5%	?	-25.8%	nt	nt	nt	nt
26	Cc1ccc(N2CN(Cc3ccco3)CNC2=S)c(C)c1	?	2.8%	i	-17.5%	13.9%	5.4	-1.0%	0.1%	i
27	CSc1ccc(C(=O)C2CCCN(C(=O)c3nn(C)c(=O)c4ccccc34)C2)cc1 (stereo unspecified)	-13.4%	-1.6%	-27.9%	-2.3%	3.2%	24.1	19.7%	2.8%	i
28	Cn1c(Cn2cnc3ccccc32)nc2ccccc21	5.0%	-20.8%	i	-15.1%	23.1%	-5.3	-2.4%	-6.9%	i
29	Cc1nnc(SCc2cnc(-c3ccccc3)o2)[nH]c1=O	-3.8%	-4.9%	3.8%	0.5%	6.0%	-12.0	3.6%	7.1%	i
30	CCOc1ccc(/C(O)=C2/C(=O)C(=O)N(c3ncccn3)C2c2ccc(Cl)cc2)cc1 (stereo unspecified)	-18.0%	-10.3%	-10.0%	-26.6%	?	-13.1	2.4%	-5.1%	i
31	COc1ccc(NC(=O)CCNS(=O)(=O)c2ccc3c(c2)c(=O)n(C)c(=O)n3C)cc1OC	3.5%	11.0%	-54.4%[inhibitor]	4.8%	-12.7%	-11.1	6.9%	2.9%	i
32	O=C(CCc1nc2ccccc2c(=O)[nH]1)NNC(=O)c1cccc(Cl)c1	-5.4%	-9.9%	-15.7%	14.1%	1.6%	7.5	8.8%	-5.5%	i
33	Cc1ccnc(NC(=O)c2ccc(Cl)c(NC(=O)c3ccccc3C)c2)c1	6.2%	4.5%	-7.3%	19.7%	-20.2%	-27.4	7.4%	-4.2%	i
34	CCN(CCNS(=O)(=O)c1ccc2[nH]c(=O)sc2c1)c1ccccc1	-7.2%	0.3%	i	?	-5.6%	-17.7	12.5%	-0.1%	i
35	CCN1C[C@@H]2[C@@H]3C(=O)N(C)C(=O)[C@@H]3[C@](CC)(C1=O)N2C(=O)c1ccc(C(C)(C)C)cc1	4.1%	10.2%	-8.8%	16.1%	4.1%	12.5	-4.9%	1.0%	i
36	CC1=CC[C@@]23CCCN2C(=O)CCC[C@H]3C1	-12.0%	5.0%	-20.6%	6.8%	-15.3%	-1.0	-4.4%	-8.7%	i
37	Cc1c(-c2cccc(NC(=O)Nc3ccc(Cl)cc3)c2)nc2ncccn12	-15.2%	-4.9%	-56.3%[inhibitor]	2.9%	14.5%	nt	nt	nt	nt
38	Cc1cc(C)cc(N(CC(=O)Nc2ccccc2)C2=NC3CS(=O)(=O)CC3S2)c1 (stereo unspecified)	2.2%	22.3%	-26.2%	?	0.7%	-11.5	-1.1%	3.2%	i
39	CC(=O)Nc1cccc(-c2ccnc3c2CC(C(=O)NCc2ccc(F)c(F)c2)O3)c1 (stereo unspecified)	-0.8%	0.0%	-19.1%	?	15.6%	-9.6	-6.5%	4.6%	i
40	CN(C)c1cc(NC(=O)CNC(C)(C)CC(C)(C)C)c2ccccc2n1	-4.8%	-16.3%	-17.0%	?	18.8%	-12.7	15.0%	0.3%	i
41	COc1ccccc1NS(=O)(=O)c1ccc(C)c(C(=O)Nc2ccc(S(=O)(=O)Nc3onc(C)c3C)cc2)c1	-22.7%	17.4%	i	5.9%	-12.3%	23.9	-6.8%	-5.4%	i
42	Nc1ccc2nc(CCc3ccccc3)[nH]c2c1	1.0%	19.4%	i	0.7%	20.9%	-3.2	19.3%	0.8%	i
43	Cc1ccc(NC(=O)CN2C(=O)c3ccccc3S2(=O)=O)c(C)c1	-8.5%	-3.3%	i	-14.4%	5.0%	3.5	3.9%	-2.0%	i
44	Cc1cc(Nc2cccc(F)c2)n2nc(-c3ccco3)nc2n1	-3.3%	?	-2.5%	10.0%	1.2%	nt	nt	nt	nt
45	CCC(C(=O)N1CCC(C(N)=O)CC1)n1nc(C)n2c(cc3occc32)c1=O (stereo unspecified)	9.9%	-1.4%	i	3.1%	11.0%	13.8	5.8%	-1.0%	i
46	O=C(Nc1ccccc1)OCCNC(=O)c1ccccc1	-3.0%	4.9%	i	-14.6%	-20.2%	0.2	-2.0%	-5.8%	i
47	CN(C)CC(=O)Nc1cc(C(F)(F)F)ccc1Cl	-13.3%	-7.1%	i	12.9%	-2.2%	-58.2*	5.5%	-3.2%	i
48	NC(=O)c1ncn([C@@H]2O[C@H](CO)[C@@H](O)[C@H]2O)c1O	-9.5%	3.7%	-16.9%	1.9%	-27.3%	20.2	8.9%&-2.8%	-4.4%&1.1%	i
49	Cc1cccc(C(=O)O/N=C(\N)Cc2ccc([N+](=O)[O-])cc2)c1	-0.4%	-1.9%	i	?	0.3%	-1.7	2.0%	-66.3%[inhibitor]	i
50	Cc1ccc(CC2CC(=O)N(CC(=O)O)C2=O)cc1 (stereo unspecified)	13.5%	-11.9%	-5.7%[57.5 µM]	-0.7%	5.7%	3.2	-9.8%	-0.6%	i
